Compound activity: PubChem BioAssay, several laboratories
M4 antag: antagonists of human muscarinic M4 receptor (CHRM4); P08173; CHO-hM4 cells, ACh EC80, Fluo-8 calcium fluorescence; inhibition, % at 3 µM; hit rate 0.73% among 360,000; AID 624125;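 active = inhibition above its plate's cutoff, the mean inhibition of sample wells plus 3 SD, cut at about 27% in these data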;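 note: 0% = acetylcholine EC80 with DMSO and 100% = DMSO without agonist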
Target sequence (P08173 whole entry, looked up): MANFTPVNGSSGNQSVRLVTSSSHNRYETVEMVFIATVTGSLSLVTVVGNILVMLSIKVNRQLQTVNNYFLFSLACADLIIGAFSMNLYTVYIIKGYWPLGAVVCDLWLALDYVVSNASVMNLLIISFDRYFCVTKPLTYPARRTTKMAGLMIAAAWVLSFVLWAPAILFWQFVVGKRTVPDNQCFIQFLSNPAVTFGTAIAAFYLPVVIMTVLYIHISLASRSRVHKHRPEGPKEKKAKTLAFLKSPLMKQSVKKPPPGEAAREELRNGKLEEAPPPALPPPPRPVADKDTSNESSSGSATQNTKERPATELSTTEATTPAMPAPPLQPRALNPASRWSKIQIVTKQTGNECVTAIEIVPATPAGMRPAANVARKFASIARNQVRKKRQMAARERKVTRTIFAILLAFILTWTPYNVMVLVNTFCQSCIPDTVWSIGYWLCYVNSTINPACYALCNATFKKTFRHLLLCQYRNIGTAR
M1 PAM: potentiates human M1 receptor response to acetylcholine | P11229 | CHO-K1 hM1, Fluo-8 calcium fluorescence, ACh EC20; 0% = ACh EC20, 100% = maximal ACh | activation, % at 3 µM | hit rate 0.088% among 360,000 | AID 588819; in the data active = activation above about 19%, passing the limit was not always enough
CRFBP-R2 block: CRF-BP/CRF-R2 complex antagonism. HEK293 CRF-R2/CRF-BP, CRF-induced calcium fluorescence. inhibition, % at 11.8 µM. hit rate 0.59% among 350,000. AID 588475;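 active = inhibition of the ligand-induced calcium signal above about 50% at the single tested concentration, limit read from the data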
M5 PAM: potentiates acetylcholine response at human M5 receptor. CHO-K1 hM5, Fluo-8 calcium, ACh EC20 PAM; 0% = ACh EC20, 100% = ACh EC100. activation, % at 3 µM. hit rate 0.3% among 360,000. AID 624038;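 active = activation above the run cutoff, the mean activation of all test compounds plus 3 SD, cut at about 18% in these data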
Target sequence (P08912 whole entry, looked up): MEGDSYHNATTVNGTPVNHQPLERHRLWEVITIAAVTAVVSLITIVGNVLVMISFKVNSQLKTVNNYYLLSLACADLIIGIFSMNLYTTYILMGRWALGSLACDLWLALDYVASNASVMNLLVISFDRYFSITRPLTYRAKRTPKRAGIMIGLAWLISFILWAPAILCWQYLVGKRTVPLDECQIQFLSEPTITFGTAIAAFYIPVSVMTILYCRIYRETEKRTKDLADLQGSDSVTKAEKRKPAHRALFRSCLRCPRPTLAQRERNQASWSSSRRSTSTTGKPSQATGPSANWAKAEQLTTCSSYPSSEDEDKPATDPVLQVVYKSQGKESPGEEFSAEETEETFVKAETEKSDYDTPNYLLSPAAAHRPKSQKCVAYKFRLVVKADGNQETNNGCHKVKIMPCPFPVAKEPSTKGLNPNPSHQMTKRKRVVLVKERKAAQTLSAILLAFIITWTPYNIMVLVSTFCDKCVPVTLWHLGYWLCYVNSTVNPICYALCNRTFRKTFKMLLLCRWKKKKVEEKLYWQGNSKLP
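Measured by: Fluo-8 calcium fluorescence; material: human M5 receptor in CHO-K1 cells; schedule: Post-acetylcholine fluorescence recording 140 s; benchmarks: low control EC20 acetylcholine (0%), high control EC100 acetylcholine (100%); read-out: Max/basal fluorescence ratio as % of EC20–EC100 ACh window; compound: single dose, 3 µM nominal final test concentration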
M5 antag: CHRM5 antagonism in calcium assay; P08912; CHO-hM5 cells, Fluo-8 calcium fluorescence, ACh EC80; inhibition, % at 3 µM; hit rate 0.59% among 360,000;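 active = inhibition above a per-plate cutoff, the mean of that plate's test compounds plus 3 SD, cut at about 27% in these data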;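 note: 0% = acetylcholine EC80 with DMSO and 100% = DMSO without agonist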
CHRM4 PAM: positive allosteric modulators of human muscarinic M4 receptor; CHO-K1 hM4/Gqi5, Fluo-8 calcium fluorescence, ACh EC20; 0% = ACh EC20, 100% = maximal ACh; P08173; activation, % at 3 µM; hit rate 0.4% among 360,000; AID 624126;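 active = activation above its plate's cutoff, the mean activation of sample wells plus 3 SD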; note: some results filed as inactive read as strong as hits
M4 ag: agonists of human muscarinic M4 receptor (CHRM4). activation, % at 3 µM. P08173. hit rate 0.14% among 360,000. CHO-K1 hM4/Gqi5, Fluo-8 calcium fluorescence; vehicle 0%, full acetylcholine response 100%;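 active = activation above the run mean over all test wells plus 3 SD, cut at about 32% in these data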;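 note: peak over basal fluorescence ratio per well then scaled between controls; 0% = DMSO wells and 100% = acetylcholine at EC100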
CRFR2-BP ag: CRF-BP/CRF-R2 complex agonism; HEK293 CRF-R2/CRF-BP, calcium dye fluorescence (FLIPR); percent of saturating CRF peptide response; activation, % at 13.2 µM; hit rate 0.46% among 350,000;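 active = activation of at least 50%, plus an integration ratio under a set limit after plate pattern correction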;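 note: plate controls were neutral control wells without compound for no effect and CRF at EC100 for full effect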
CHRM5 agonist: CHRM5 agonism in calcium assay | P08912 | CHO-K1 hM5 cells, Fluo-8 calcium fluorescence; 0% DMSO wells, 100% maximal acetylcholine response | activation, % at 3 µM | hit rate 0.19% among 360,000;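 active = activation above the run's mean over test compounds plus 3 SD, cut at about 23% in these data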;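 note: signal is peak over basal fluorescence ratio across the kinetic read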
Active calls of the source: *; nt = not tested or not shown.

#	SMILES	M4 antag	M1 PAM	CRFBP-R2 block	M5 PAM	M5 antag
1	CC12CCC(=O)N1C(C(=O)NNC(=O)COc1ccccc1Cl)CS2 (stereo unspecified)	1	6	5	2	-1
2	CCN(CC(=O)Nc1cc(C)on1)CC(=O)Nc1ccccc1C(F)(F)F	0	12	-6	8	-16
3	COc1ccc(Cl)cc1NC(=O)CSc1cccc[n+]1[O-]	1	3	7	-1	12
4	CC1CN(C(=O)CSc2nnc(-c3ccncc3)n2-c2ccccc2)CC(C)O1 (stereo unspecified)	5	3	-2	4	-6
5	O=C(CN1CCN(CCC(=O)Nc2ccccc2F)CC1)Nc1ccc(Cl)cc1	-3	14	-1	-3	14
6	CC(C)(C)c1ccc(NC(=O)C2=CC=CN3CCS(=O)(=O)N=C23)cc1	-3	8	-15	-7	9
7	Cc1c(Cc2ccc3c(c2)OCO3)sc(NC(=O)C(C)(C)C)c1C#N	-25	7	-8	-7	-2
8	Cc1onc(-c2ccccc2)c1-c1n[nH]c(=S)n1-c1ccccc1Cl	-21	3	17	4	-6
9	CCOC(=O)c1c2c3c(cccc3n(C)c1=O)C(=O)c1ccccc1-2	-12	3	-26	-6	1
10	Cc1ccc(OCCC(=O)N2CCN(c3ccc(O)cc3)CC2)cc1	0	13	8	8	4
11	CC(C)(C)C(=O)Cn1ncc(Cl)c(Cl)c1=O	6	0	4	7	7
12	Cn1c(=O)c2[nH]c(CCCc3nc4ccccc4[nH]3)nc2n(C)c1=O	1	4	3	6	12

#	CHRM4 PAM	M4 ag	CRFR2-BP ag	CHRM5 agonist
1	3	1	-0.9	1
2	8	2	-2.5	4
3	-1	1	2.8	3
4	-5	2	-0.3	1
5	14	6	1.0	-2
6	2	2	0.8	2
7	3	2	5.5	-3
8	10	-1	-0.4	-2
9	2	7	-1.1	-4
10	2	2	0.0	3
11	9	1	-1.8	-3
12	5	0	-1.5	3

Further compounds follow.
#	SMILES	M4 antag	M1 PAM	CRFBP-R2 block	M5 PAM	M5 antag
13	COC(=O)C1=CN(c2ccc(N3CCOCC3)cc2)C(N)=C(C#N)C1c1ccccc1 (stereo unspecified)	-6	nt	nt	0	5
14	O=C(CCN1C(=O)/C(=C/c2ccccc2Cl)SC1=S)Nc1ccccc1C(=O)O	3	17	1	3	7
15	COc1cccc(C2=NOC(C(=O)NCc3ccccc3)C2)c1 (stereo unspecified)	-11	-1	10	-4	-5
16	COc1cc(/C=C(\NC(=O)c2ccccc2)C(=O)NCCO)c([N+](=O)[O-])cc1OC	2	-3	18	1	3
17	COc1ccc(NC(=O)CCCOc2ccc(Cl)c(C)c2)cc1S(=O)(=O)N1CCOCC1	-16	-3	1	-23	-6
18	COc1cc(Br)c(C(C)NC(=O)c2cccc(Br)c2)cc1OC (stereo unspecified)	-2	-1	26	-6	1
19	Cc1cc(C)n(Cc2ccc(NC(=O)c3ccc(COc4ccccc4Br)cc3)cc2)n1	7	-2	2	-7	8
20	O=C(NC1CCCC1)c1cc2cc(Br)ccc2o1	-7	5	-13	-9	0
21	CCOC(=O)C1=C(N)N2C(=O)CSC2=C(C(=O)OC)C1	5	3	7	2	-5
22	CC(/C=C/c1ccco1)=N\NC(=O)C(O)c1ccccc1 (stereo unspecified)	-3	2	17	8	-8
23	Cn1c(SCC(=O)NNC(=S)Nc2ccccc2)nnc1-c1ccccc1	-1	6	3	9	-11
24	O=S(=O)(NCCO)c1ccc2c(c1)Cc1cc(S(=O)(=O)NCCO)ccc1-2	-6	22	-4	3	2

#	CHRM4 PAM	M4 ag	CRFR2-BP ag	CHRM5 agonist
13	-5	2	nt	4
14	-1	0	6.4	-1
15	6	2	-7.4	5
16	1	0	-3.2	-2
17	-2	18	-0.1	6
18	4	4	-7.6	4
19	-7	6	0.8	-1
20	8	4	-0.4	-4
21	7	0	-0.7	0
22	9	1	0.1	0
23	-2	0	-0.6	1
24	8	1	0.1	-3

Other entries follow:
#	SMILES	M4 antag	M1 PAM	CRFBP-R2 block	M5 PAM	M5 antag
25	Fc1ccc(NC(=S)NN=Cc2ccccc2Cl)cc1	-6	6	0	-3	5
26	O=C(COC(=O)c1ccco1)Nc1cc(S(=O)(=O)N2CCOCC2)ccc1Cl	5	1	-7	-3	17
27	COc1ccccc1NC(=O)CN1CCC(n2nnc3cc(F)ccc32)CC1	1	0	-14	-19	-7
28	COC(=O)c1ccc(NC(=O)CSc2ccccc2)cc1	9	14	10	0	7
29	O=C(Nc1cccc(F)c1)c1coc(=O)c(Br)c1	-7	4	102*	3	2
30	COc1ccccc1/C=C1/SC(=S)N(C(C)C(=O)NC2C=CS(=O)(=O)C2)C1=O (stereo unspecified)	-3	9	-18	8	-4
31	O=S1(=O)CSCS(=O)(=O)C1	-7	1	3	10	3
32	COc1cc(C(=O)Nc2ccc3c(c2)N(C(=O)CCN(C)C)c2ccccc2CC3)cc(OC)c1OC	30*	-33	-67	-21	16
33	FC(F)Oc1ccc(C2=Nn3c(nnc3-c3ccccc3Cl)SC2)cc1OCC1CC1	0	1	3	5	-5
34	CSc1nnc(-c2ccco2)n1-c1ccccc1	-13	7	4	-10	-11
35	COc1ccc(C(=O)NCc2nnc(SCC(=O)N3CCCC3)o2)cc1	-5	12	-9	2	-8
36	Cc1cc(N2C(=O)C3C4c5ccccc5C(c5ccccc54)C3C2=O)no1 (stereo unspecified)	11	-1	2	-3	11

#	CHRM4 PAM	M4 ag	CRFR2-BP ag	CHRM5 agonist
25	2	0	2.3	-1
26	-1	2	2.5	-1
27	-3	5	-2.2	-7
28	2	0	-2.9	0
29	17	0	67*	1
30	6	6	-0.9	1
31	3	1	-0.8	1
32	-21	1	0.8	-9
33	3	1	0.8	2
34	11	2	-1.9	-3
35	2	2	1.0	-1
36	-13	4	1.6	0

Next part:
#	SMILES	M4 antag	M1 PAM	CRFBP-R2 block	M5 PAM	M5 antag
37	CCOC(=O)N1CCN(C(=O)/C(=C/c2cccs2)NC(=O)c2ccc(OC)c(OC)c2)CC1	-7	-1	-10	-9	18
38	O=C(NNC(=O)c1ccco1)c1cccc([N+](=O)[O-])c1	-1	1	27	1	-5
39	Cc1cccc(C2c3[nH]c4ccccc4c3CCN2C(=O)Cc2nc(-c3ccccc3)n[nH]2)n1 (stereo unspecified)	-1	7	-64	-2	6
40	CC1(C)CC2(CCO1)OC(=O)CC2C(=O)Nc1cccc2ccccc12 (stereo unspecified)	-6	10	6	-4	-1
41	Cc1ccc(NC(=O)c2cc(-c3cccs3)nc3ccccc23)nc1	9	-11	-9	-16	17
42	Nc1ncnc(N)c1NC(=O)c1ccc(OCc2ccccc2)cc1	-3	2	-17	1	2
43	Cc1cc(C)nc(Nc2nc(C(N)c3ccccc3)cs2)n1 (stereo unspecified)	5	3	nt	2	6
44	O=C(NCCN1CCCCC1)/C(=N\O)c1ccccc1	-3	4	2	3	0
45	O=C(COC(=O)c1cc2ccccc2cc1O)NCc1ccccc1	-6	-3	1	18*	-8
46	c1ccc(Cc2noc(CN3CCN(CCOc4ccccc4)CC3)n2)cc1	3	-10	5	-6	7
47	COc1cccc(CNC(=O)C(=O)NCCc2ccc(OC)c(OC)c2)c1	-38	0	7	-4	-1
48	CCC(Oc1ccc(Br)cc1)C(=O)N1CCN(c2ncccn2)CC1 (stereo unspecified)	-3	20	5	7	-6

#	CHRM4 PAM	M4 ag	CRFR2-BP ag	CHRM5 agonist
37	-2	15	1.0	3
38	1	1	-2.1	-4
39	-2	7	0.5	3
40	0	2	0.2	-2
41	-29	10	0.0	-3
42	3	0	-1.1	0
43	-2	1	nt	2
44	2	1	3.8	-7
45	1	2	1.6	7
46	-2	1	-2.4	-8
47	24	0	-1.4	-2
48	1	3	-2.6	-3

Next part.
#	SMILES	M4 antag	M1 PAM	CRFBP-R2 block	M5 PAM	M5 antag
49	CC(C)(C)OC(=O)NCc1ccc(CNC(=O)c2nc[nH]c2C(=O)N2CCN(C(=O)OC(C)(C)C)CC2)cc1	19	-20	-6	-33	13
50	COc1ccccc1-c1cc2nc(C)c(CCC(=O)NCc3ccco3)c(C)n2n1	4	5	7	-3	-1
51	COc1ccccc1C(=O)NCC(=O)OC(C)C(=O)NC1CCCCC1C (stereo unspecified)	8	1	2	-11	17
52	Cc1cc(N2CCN(C)CC2)nc(=S)[nH]1	-6	0	-8	1	-11
53	Cn1ncc2c(NCCc3ccccc3)nc(Cl)nc21	-13	5	-7	-6	20
54	O=C(Cc1cccs1)NCCS(=O)(=O)N1CCN(c2cccc(Cl)c2)CC1	3	5	1	1	1
55	COc1ccc(NC(=O)CCn2cccc2)c(OC)c1	-8	1	4	-2	-2
56	Cc1cc(Nc2cccc(C(=O)O)c2)n2ncnc2n1	3	6	9	-3	2
57	COc1ccc(C(C#N)CC(=O)c2ccc(OCc3ccccc3)c(OC)c2)cc1OC (stereo unspecified)	-9	5	2	5	18
58	Fc1cc(F)c2nc(Nc3nc4cc5c(cc4s3)OCO5)sc2c1	10	10	-4	-5	3
59	O=C(CC1COc2ccccc2O1)Nc1ccccn1 (stereo unspecified)	7	-4	-2	3	1
60	Cc1cccc(C(=O)NCCC(=O)Nc2nc(C)c(Cc3ccc4c(c3)OCO4)s2)c1	0	12	-9	7	-9

#	CHRM4 PAM	M4 ag	CRFR2-BP ag	CHRM5 agonist
49	-11	29	6.3	8
50	2	0	-0.1	-3
51	1	0	0.0	-5
52	1	1	0.1	-4
53	3	12	3.3	1
54	4	6	-1.9	2
55	5	1	-0.2	-4
56	-2	0	-0.2	1
57	5	2	2.7	3
58	1	0	2.4	-2
59	2	0	1.5	-1
60	7	2	0.1	1

Of the compounds above, these have a nitro group on carbon.
#	SMILES	M4 antag	M1 PAM	CRFBP-R2 block	M5 PAM	M5 antag
16	COc1cc(/C=C(\NC(=O)c2ccccc2)C(=O)NCCO)c([N+](=O)[O-])cc1OC	2	-3	18	1	3
38	O=C(NNC(=O)c1ccco1)c1cccc([N+](=O)[O-])c1	-1	1	27	1	-5

#	CHRM4 PAM	M4 ag	CRFR2-BP ag	CHRM5 agonist
16	1	0	-3.2	-2
38	1	1	-2.1	-4

One compound at a time (already shown). Screens in order: M4 antag, M1 PAM, CRFBP-R2 block, M5 PAM, M5 antag, CHRM4 PAM, M4 ag, CRFR2-BP ag, CHRM5 agonist
Record of COc1ccc(C(C#N)CC(=O)c2ccc(OCc3ccccc3)c(OC)c2)cc1OC (stereo unspecified) : -9, 5, 2, 5, 18, 5, 2, 2.7, 3
Record of Cn1ncc2c(NCCc3ccccc3)nc(Cl)nc21 : -13, 5, -7, -6, 20, 3, 12, 3.3, 1
Record of CC(C)(C)OC(=O)NCc1ccc(CNC(=O)c2nc[nH]c2C(=O)N2CCN(C(=O)OC(C)(C)C)CC2)cc1 : 19, -20, -6, -33, 13, -11, 29, 6.3, 8
Record of Cc1cccc(C(=O)NCCC(=O)Nc2nc(C)c(Cc3ccc4c(c3)OCO4)s2)c1 : 0, 12, -9, 7, -9, 7, 2, 0.1, 1
Record of COc1ccccc1C(=O)NCC(=O)OC(C)C(=O)NC1CCCCC1C (stereo unspecified) : 8, 1, 2, -11, 17, 1, 0, 0.0, -5
